# hgDAF-12 ag = activates the H. glycines DAF-12 receptor ligand-binding domain | HEK293 GAL4-hgDAF12 UAS-luciferase reporter, agonist luminescence; normalized to butyrate control | activation, % at 6.8 µM | 370,000 tested, 1.8% active;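 active = activation above a cutoff set at the mean of all screened compounds plus 3 SD, cut at about 10% in these data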;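 also: 0% = DMSO wells and 100% = sodium butyrate wells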
# ADAM17 inh = inhibits human ADAM17; AID 720648; recombinant ADAM17, EDANS/DABCYL FRET peptide cleavage; 370,000 tested, 0.83% active; P78536; inhibition, % at 6.95 µM;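 active = inhibition above the mean of compounds lying between control limits plus 3 SD, set per campaign, cut at about 8.5% in these data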;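 also: 0% = DMSO-only wells as the low control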
# Target sequence (P78536 215-824 limits assumed): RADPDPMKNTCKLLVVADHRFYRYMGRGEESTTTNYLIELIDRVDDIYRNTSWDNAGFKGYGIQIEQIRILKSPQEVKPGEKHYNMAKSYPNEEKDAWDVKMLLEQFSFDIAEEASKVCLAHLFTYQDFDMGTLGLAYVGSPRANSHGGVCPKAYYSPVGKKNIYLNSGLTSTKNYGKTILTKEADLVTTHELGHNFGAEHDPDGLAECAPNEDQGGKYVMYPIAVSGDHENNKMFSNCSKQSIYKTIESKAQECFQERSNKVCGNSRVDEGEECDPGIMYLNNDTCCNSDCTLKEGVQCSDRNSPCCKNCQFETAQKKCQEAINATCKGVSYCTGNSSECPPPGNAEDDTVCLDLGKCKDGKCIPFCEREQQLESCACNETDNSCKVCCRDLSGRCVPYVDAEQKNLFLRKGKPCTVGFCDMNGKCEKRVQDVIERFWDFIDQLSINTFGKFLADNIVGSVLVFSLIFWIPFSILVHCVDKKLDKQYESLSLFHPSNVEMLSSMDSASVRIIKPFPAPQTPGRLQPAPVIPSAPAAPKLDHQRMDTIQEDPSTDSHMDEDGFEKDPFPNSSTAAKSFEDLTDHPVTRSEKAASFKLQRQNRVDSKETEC
# MBD2 inh = MBD2-methylated oligo binding inhibition. Q9UBB5. TR-FRET, MBD2 binding to methylated oligonucleotide. inhibition, % at 4.4 µM. 370,000 tested, 0.31% active. AID 686964; in the data active = inhibition above about 13%
# SMARCA2 activ = increases SMARCA2 function in MMTV reporter cells; MG213 cells, MMTV-luciferase reporter, dexamethasone, overnight; activation, % at 9.1 µM; AID 652017; 370,000 tested, 1% active; in the data active = activation above about 7.8%;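 also: 0% = vehicle wells and 100% = reference activator wells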
# hcDAF12 agonist = H. contortus DAF-12 activation, primary screen | 370,000 tested, 1.4% active | AID 652067 | HEK293 hcDAF-12 lit1-tk-luc reporter, luminescence; 0% DMSO, 100% Δ7-dafachronic acid | activation, % at 6.8 µM;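 active = activation above the mean of all tested compounds plus 3 SD, cut at about 5.5% in these data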;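 also: 100% = response to 3 µM Δ7-dafachronic acid high control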
# DAX1 inh-1 = inhibitors of human orphan nuclear receptor DAX1 (NR0B1); P51843; AID 504766; HEK293 Gal4-DAX1 luciferase reporter, luminescence; 340,000 tested, 0.99% active; inhibition, % at 6.75 µM;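 active = inhibition above the mean over all tested compounds plus 3 SD, cut at about 4.2% in these data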;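 also: 0% = DAX1-transfected cells with DMSO and 100% = empty-vector control cells with DMSO; inhibition shows as a rise in luminescence from relieved DAX1 repression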
# Target sequence (P51843 207-470 limits assumed): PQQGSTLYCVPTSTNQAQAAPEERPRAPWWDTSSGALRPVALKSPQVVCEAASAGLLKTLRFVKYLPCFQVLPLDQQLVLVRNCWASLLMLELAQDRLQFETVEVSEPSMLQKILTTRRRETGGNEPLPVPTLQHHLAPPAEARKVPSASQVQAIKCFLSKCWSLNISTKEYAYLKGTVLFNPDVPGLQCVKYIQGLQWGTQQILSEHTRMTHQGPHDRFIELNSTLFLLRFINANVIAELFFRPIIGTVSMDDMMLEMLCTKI
# Rev-erbA mod = modulators of human Rev-erb alpha DNA binding; 370,000 tested, 0.79% active; AID 1259318; Rev-erbα–FITC-DNA binding, fluorescence polarization, 90 min; P20393; activity, % at 10 µM;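 active = activity above about 14%, limit read from the data; passing the limit was not always enough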;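 also: 0% = DMSO wells with 35 nM protein and 100% = DMSO wells with 750 nM protein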
# PLCg1 inh = PLC-gamma1 (human) inhibition, primary screen; P19174; purified PLC-gamma1, fluorogenic substrate, fluorescence; inhibition, % at 12.2 µM; 370,000 tested, 0.84% active; AID 720700; in the data active = inhibition above about 9.5%
# PLCb3 inh = blocks human PLC-beta3 enzyme activity; Q01970; Purified PLC-beta3, fluorogenic substrate, fluorescence; inhibition, % at 12.2 µM; 370,000 tested, 0.18% active; in the data active = inhibition above about 11%;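 also: 0% = median of compound wells on plate and 100% = full blocker control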
# DAX1 inh-2 = DAX1 (NR0B1) inhibition, primary screen | 370,000 tested, 1.1% active | inhibition, % at 6.8 µM | HEK293T StAR-luciferase reporter, SF-1/DAX-1 repression relief | AID 652010;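 active = inhibition above the mean over all tested compounds plus 3 SD, cut at about 3.6% in these data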;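 also: 0% = DAX-1 cells with DMSO and 100% = cells lacking DAX-1 with DMSO; higher inhibition means more luminescence from relief of DAX-1 repression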
# ssDAF12 agonist = activates DAF-12 receptor from parasite S. stercoralis | HEK293 ssDAF-12/GRIP1 lit1-tk-luc reporter, luminescence; % of 3 µM dafachronic acid response | 370,000 tested, 1% active | AID 652126 | activation, % at 6.8 µM;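 active = activation above the mean over all tested compounds plus 3 SD, cut at about 0.9% in these data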;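 also: 0% = DMSO-only wells and 100% = 3 µM delta7-dafachronic acid wells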
# An asterisk follows results filed as active; . = not tested or not shown. This is a random part of the collection; overall some 7.4% were active at least once.
# Every second line gives: hcDAF12 agonist | PLCb3 inh | ADAM17 inh | hgDAF-12 ag | ssDAF12 agonist | PLCg1 inh | DAX1 inh-1 | Rev-erbA mod | DAX1 inh-2 | MBD2 inh | SMARCA2 activ
CCOC(=O)c1cccc(NC(=S)NC(=O)c2cccnc2)c1
 : -0.7 | -1 | -2 | -0.6 | -0.8 | -1 | 1.5 | -2 | 0.0 | 9 | -3
CCOc1ccc(/C=C2\SC(=S)N(CC(=O)N(CCO)C(C)(C)C)C2=O)cc1
 : -0.1 | 2 | 2 | 0.0 | -1.4 | 2 | 0.7 | -2 | 0.3 | 4 | 0
O=C1CC(c2cccc(O)c2)Oc2ccccc21 (stereo not drawn)
 : 0.3 | -5 | -8 | 2.0 | -1.1 | -2 | 0.3 | 2 | -0.5 | 0 | 4
Cc1ccc(C)c(NC(=O)CCN2CCN(CCO)CC2)c1
 : 0.4 | -7 | 1 | -2.2 | -1.4 | 3 | 0.7 | -1 | 0.3 | -5 | 0
Cn1cc(C(=O)NCc2ccc(F)cc2)cn1
 : -0.9 | -1 | -2 | -0.3 | -1.4 | 0 | -0.1 | -6 | -0.2 | -6 | -2
Cc1ccc(SCc2ccc(C(=O)Nc3cccnc3)cc2)cc1
 : -2.5 | 2 | 1 | -1.6 | -1.7 | -2 | -0.7 | -5 | -0.5 | 6 | -1
Cc1ccc(C)c(N(C(=O)c2csnn2)C(C(=O)NC2CCCC2)c2ccncc2)c1 (stereo not drawn)
 : -1.3 | -4 | -4 | -1.6 | -0.8 | 1 | 1.2 | 5 | -0.4 | -2 | -3
COc1ccc(-c2ccc(C(=O)Nc3cccc(Oc4ccccc4)c3)c3occc23)c(C)c1
 : -2.0 | -8 | 2 | 0.2 | -1.1 | -3 | . | 1 | -1.0 | 3 | 0
O=C(NCC1CCCCC1)C1(CC2CC(c3cccc(Br)c3)=NO2)CCNCC1 (stereo not drawn)
 : 0.4 | 2 | 1 | -0.8 | -1.3 | 5 | 0.7 | -1 | -0.2 | -3 | 1
Cc1cc(N2CCCC(C(=O)Nc3cccc4ccccc34)C2)n2ncnc2n1 (stereo not drawn)
 : -1.2 | -2 | 1 | -3.8 | -1.7 | 0 | -1.5 | 1 | -1.2 | -3 | -3

# 9 neighbouring records from above, quoted:
# Every second line gives: hcDAF12 agonist | PLCb3 inh | ADAM17 inh | hgDAF-12 ag | ssDAF12 agonist | PLCg1 inh | DAX1 inh-1 | Rev-erbA mod | DAX1 inh-2 | MBD2 inh | SMARCA2 activ
CCOC(=O)c1cccc(NC(=S)NC(=O)c2cccnc2)c1
 : -0.7 | -1 | -2 | -0.6 | -0.8 | -1 | 1.5 | -2 | 0.0 | 9 | -3
CCOc1ccc(/C=C2\SC(=S)N(CC(=O)N(CCO)C(C)(C)C)C2=O)cc1
 : -0.1 | 2 | 2 | 0.0 | -1.4 | 2 | 0.7 | -2 | 0.3 | 4 | 0
O=C1CC(c2cccc(O)c2)Oc2ccccc21 (stereo not drawn)
 : 0.3 | -5 | -8 | 2.0 | -1.1 | -2 | 0.3 | 2 | -0.5 | 0 | 4
Cc1ccc(C)c(NC(=O)CCN2CCN(CCO)CC2)c1
 : 0.4 | -7 | 1 | -2.2 | -1.4 | 3 | 0.7 | -1 | 0.3 | -5 | 0
Cn1cc(C(=O)NCc2ccc(F)cc2)cn1
 : -0.9 | -1 | -2 | -0.3 | -1.4 | 0 | -0.1 | -6 | -0.2 | -6 | -2
Cc1ccc(SCc2ccc(C(=O)Nc3cccnc3)cc2)cc1
 : -2.5 | 2 | 1 | -1.6 | -1.7 | -2 | -0.7 | -5 | -0.5 | 6 | -1
Cc1ccc(C)c(N(C(=O)c2csnn2)C(C(=O)NC2CCCC2)c2ccncc2)c1 (stereo not drawn)
 : -1.3 | -4 | -4 | -1.6 | -0.8 | 1 | 1.2 | 5 | -0.4 | -2 | -3
COc1ccc(-c2ccc(C(=O)Nc3cccc(Oc4ccccc4)c3)c3occc23)c(C)c1
 : -2.0 | -8 | 2 | 0.2 | -1.1 | -3 | . | 1 | -1.0 | 3 | 0
O=C(NCC1CCCCC1)C1(CC2CC(c3cccc(Br)c3)=NO2)CCNCC1 (stereo not drawn)
 : 0.4 | 2 | 1 | -0.8 | -1.3 | 5 | 0.7 | -1 | -0.2 | -3 | 1

# The listing continues:
# Every second line gives: hcDAF12 agonist | PLCb3 inh | ADAM17 inh | hgDAF-12 ag | ssDAF12 agonist | PLCg1 inh | DAX1 inh-1 | Rev-erbA mod | DAX1 inh-2 | MBD2 inh | SMARCA2 activ
Cc1ccsc1C(=O)N1CCC1(C)C(=O)NS(=O)(=O)c1ccccc1C(F)(F)F (stereo not drawn)
 : 0.4 | 2 | -3 | -0.8 | -1.4 | 2 | . | -4 | -0.4 | 3 | -2
COc1cc2c(cc1OC)CN(CC(=O)NC(=O)NC(C)(C)C)CC2
 : 0.3 | -60 | -10 | 2.0 | -1.0 | -34 | 0.6 | 4 | 0.9 | -2 | 0
CCCc1cc(=O)n2nc(N3CCC(C(=O)N4CCN(c5cccc(OC)c5)CC4)CC3)sc2n1
 : -2.6 | -7 | 3 | -3.8 | -2.1 | 1 | -1.0 | -1 | -6.0 | -1 | -6
N#CCCSC(=S)C1CCCC1=N (stereo not drawn)
 : -2.5 | 0 | -1 | 4.3 | -0.9 | 3 | 0.9 | 0 | -0.3 | -3 | -1
Cc1ccc(-c2ccc(CCC(=O)O)n2NC(=O)c2ccc([N+](=O)[O-])cc2)cc1
 : -1.4 | 2 | -1 | -2.4 | -1.2 | 2 | 0.5 | -4 | 0.1 | -5 | -2
COc1ccc(C2CC(=O)C(c3ccc(C(N)=O)cc3)=CN2Cc2ccccc2)cc1 (stereo not drawn)
 : -0.9 | -32 | -4 | -4.0 | -0.9 | -21 | . | 3 | -0.2 | 3 | -5
Cc1cccc(C)c1NC(=O)c1ccc2sc([C@@H]3O[C@H](CO)[C@H](O)[C@H](O)[C@H]3O)nc2c1
 : -0.3 | 4 | 0 | 5.0 | -0.4 | 4 | . | -3 | 1.2 | -3 | -5
CC(C)C[C@H]1CNC(=S)N1CC1CCCN1C[C@H](Cc1ccccc1)N1C[C@H](Cc2ccc(O)cc2)N(CC2CCCCCC2)C1=S (stereo partly drawn)
 : -1.3 | 1 | -1 | -3.2 | -0.3 | 4 | -1.1 | 1 | 2.1 | -1 | -4
Fc1ccc(-c2nnc(CN3CCC(c4nc5ccccc5s4)CC3)o2)cc1
 : -1.1 | -1 | 0 | -0.8 | -0.2 | 2 | 3.0 | -3 | -0.7 | -2 | -2
O=C(c1ccc2ccccc2c1)C1CCCN(C(=O)c2cccnc2)C1 (stereo not drawn)
 : 0.7 | -32 | -23 | 0.3 | -1.6 | -33 | -0.2 | -3 | -0.5 | -3 | -2
CCCCC1=NN(C(=O)c2cocc2C)C(O)(C(F)(F)F)C1 (stereo not drawn)
 : 0.0 | 4 | 1 | 0.7 | -0.7 | 1 | 1.4 | -1 | -0.3 | 0 | -1
O=C(OCc1ccccn1)c1ccc(COc2ccccc2Cl)o1
 : -0.1 | -1 | 0 | 3.1 | -1.0 | -3 | 2.4 | 3 | 0.1 | -6 | -2
O=C(NCc1ccc(F)cc1)C(Cc1ccccc1)n1cccc1 (stereo not drawn)
 : -2.3 | -1 | 4 | -1.4 | -1.5 | 6 | -0.2 | 4 | 1.0 | -2 | 1
CCCCN1CC(=O)N2[C@H]3c4cc(Br)ccc4OC[C@@H]3[C@H](C(=O)OCC)[C@]2(C)C1=O
 : -0.1 | 1 | -3 | -1.3 | -1.5 | 2 | 1.7 | 4 | 1.1 | 2 | 1
Cc1sc2ncnc(N3CCC(C)CC3)c2c1C
 : -1.3 | 4 | -5 | 0.9 | -1.1 | 0 | 1.0 | 1 | -1.1 | -1 | -3
Cc1ccc2cc(CN(Cc3ccco3)C(=S)NCC3CCCO3)c(=O)[nH]c2c1C (stereo not drawn)
 : -2.5 | -3 | -4 | 1.9 | -1.3 | 1 | 0.2 | 1 | 0.4 | 3 | -2
Cc1nc2c(=O)[nH]n(C)c2nc1C
 : -0.8 | -1 | 0 | -0.8 | -1.1 | -2 | 0.6 | 1 | 0.9 | -2 | -3
CCOC(=O)/C=C/c1ccc2oc3ccccc3c(=O)c2c1
 : 5.0 | -1 | -5 | 6.8 | 2.0* | 1 | 1.4 | 1 | 1.0 | 2 | 8
O=C(CSc1nnc(CNC(=O)c2ccccc2)o1)NCc1ccc2c(c1)OCO2
 : -0.1 | -9 | -6 | -2.5 | -1.1 | -3 | -0.3 | 0 | -0.9 | 4 | -3
Cc1ccc(CNc2nc(NCc3ccccc3)nc3ccsc23)c(C)c1
 : -2.7 | 1 | 1 | -2.1 | -1.6 | 4 | . | 2 | -2.4 | 1 | -5
CCC(=O)NCCc1cc2ccc(C)c(C)c2[nH]c1=O
 : 1.4 | 6 | -15 | 3.2 | -1.2 | 2 | 1.4 | 1 | 0.3 | -4 | 6
O=c1cc(OCc2ccccc2)cc[nH]1
 : -1.2 | -5 | 1 | 1.5 | -0.7 | 6 | 0.7 | -5 | 3.5 | 0 | -1
O=S(=O)(NC1CCCCC1)c1ccc(S(=O)(=O)N2CCN3CCCC3C2)cc1 (stereo not drawn)
 : 0.2 | 0 | -6 | -0.8 | -1.1 | 5 | 0.4 | 2 | -0.1 | 5 | -2
COc1ccc(CN(C(=O)c2snc(C(N)=O)c2N)C(C(=O)NC2CCCC2)c2cc(OC)ccc2OC)cc1 (stereo not drawn)
 : -0.3 | -29 | -17 | -1.4 | -0.9 | -16 | -0.8 | 3 | -0.2 | -2 | -4
Cc1nc(N)sc1C(=O)N/N=C/c1ccc([N+](=O)[O-])cc1
 : 3.5 | -6 | -1 | 0.3 | -0.7 | 1 | . | -8 | -0.2 | 0 | 2
Cc1ccc(C(=O)N/C(=C/c2ccc(Cl)cc2)C(=O)N2CCOCC2)cc1
 : 0.5 | -8 | 0 | 3.5 | -1.0 | 0 | -1.3 | 5 | 0.4 | 2 | -1
Cc1ccc(-c2nc(NCc3ccco3)c3ccccc3n2)cc1
 : 6.6* | -8 | 8 | 8.3 | 0.9* | -6 | 1.3 | 3 | -0.7 | -6 | 6
Cc1cc(NC(=O)C(C)SCC(=O)OCc2c(Cl)cccc2Cl)no1 (stereo not drawn)
 : 0.3 | -8 | -3 | 1.1 | -0.6 | -1 | 0.1 | 4 | -0.2 | 1 | -2
COc1ccc(N2CCN(C(=O)COC(=O)c3ccc(C)o3)CC2)cc1
 : -0.6 | -8 | 1 | 1.6 | -1.2 | -1 | -0.8 | 1 | -0.2 | 2 | -1
C/C(=N\N=C(N)N)c1ccc(Cl)cc1Cl
 : -1.4 | -5 | -7 | 4.4 | -0.5 | 2 | 1.1 | 5 | -0.3 | 1 | -4
CCN(CC)C(=O)CSc1nnc(-c2ccccc2)c(-c2ccccc2)n1
 : -2.1 | 2 | 0 | -2.2 | -1.7 | 0 | -2.2 | -1 | 0.1 | -3 | -1
CCN(CC)c1ccc(NC(=O)c2cccnc2)c(C)c1
 : -1.5 | 4 | -1 | -2.2 | -1.3 | 0 | -0.4 | -7 | -0.3 | 2 | 2
NC1=NC[C@H](Cc2ccc(O)cc2)N1CC1CCCCC1
 : -3.1 | 4 | 0 | 0.9 | -1.5 | 4 | 2.3 | 1 | 0.4 | 2 | 1
